esBAF inh – blocks esBAF chromatin remodeling in mouse ES cells. Bmi1-luciferase knock-in reporter, 24 h; 100% = twice the neutral-well signal. reporter increase, % at 12.5 µM. hit rate 2% among 350,000; in the data active means activation above about 40%; inconclusive means no clear call, values can overlap the other calls;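 further: 0% = median of the plate's neutral control wells and 100% = double that signal; a rise in the Bmi1 reporter signal indicates esBAF inhibition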
ERAP1 inh – blocks human ERAP1 aminopeptidase activity | inhibition, % at 10.7 µM | recombinant ERAP1, Leu-AMC fluorescence, 60 min | Q9NZ08 | hit rate 0.15% among 340,000;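 active means mean replicate inhibition of at least 30%, or all replicates individually reaching that 30% level; inactive means mean below 30% and not every replicate reaching it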;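 further: 0% = neutral control wells and 100% = L-leucinethiol positive control wells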
Target sequence (Q9NZ08 whole entry, looked up): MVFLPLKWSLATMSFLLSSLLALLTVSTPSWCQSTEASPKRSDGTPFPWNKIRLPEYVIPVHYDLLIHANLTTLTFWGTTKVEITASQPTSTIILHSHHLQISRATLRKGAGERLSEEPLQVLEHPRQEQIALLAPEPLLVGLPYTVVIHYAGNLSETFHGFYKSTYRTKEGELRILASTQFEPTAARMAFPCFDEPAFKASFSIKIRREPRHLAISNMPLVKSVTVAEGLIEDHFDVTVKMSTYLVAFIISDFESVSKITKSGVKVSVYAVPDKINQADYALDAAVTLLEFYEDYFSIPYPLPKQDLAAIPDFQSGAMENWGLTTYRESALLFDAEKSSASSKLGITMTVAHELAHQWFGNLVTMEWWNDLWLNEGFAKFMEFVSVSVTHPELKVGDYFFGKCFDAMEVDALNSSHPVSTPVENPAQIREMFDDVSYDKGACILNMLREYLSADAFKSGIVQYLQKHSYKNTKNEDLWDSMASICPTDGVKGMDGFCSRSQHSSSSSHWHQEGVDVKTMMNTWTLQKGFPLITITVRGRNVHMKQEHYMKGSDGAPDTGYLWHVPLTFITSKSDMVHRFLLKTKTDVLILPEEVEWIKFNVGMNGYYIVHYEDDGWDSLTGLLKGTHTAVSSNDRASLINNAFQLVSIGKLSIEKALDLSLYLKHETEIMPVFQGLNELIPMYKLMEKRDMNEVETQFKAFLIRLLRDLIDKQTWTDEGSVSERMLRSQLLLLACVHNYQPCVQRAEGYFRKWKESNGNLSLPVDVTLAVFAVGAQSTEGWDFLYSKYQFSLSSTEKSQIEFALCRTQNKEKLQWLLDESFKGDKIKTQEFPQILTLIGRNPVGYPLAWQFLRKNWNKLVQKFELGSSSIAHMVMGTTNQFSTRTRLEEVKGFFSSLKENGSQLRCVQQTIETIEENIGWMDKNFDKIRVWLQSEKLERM
RAD52 anneal inh – inhibitors of human RAD52 DNA annealing | P43351 | recombinant RAD52 DNA annealing, FRET fluorescence | inhibition, % at 18.7 µM | hit rate 0.46% among 360,000 | AID 651710;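 active means every replicate showing at least 50% inhibition; inconclusive means mean inhibition at least 50% but not in every replicate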
ERp5 block – ERp5 (human) disulfide isomerase inhibition. inhibition, % at 9.99 µM. AID 651711. ERp5 insulin aggregation, absorbance 650 nm, 90 min. hit rate 0.05% among 350,000. Q15084;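 active means mean replicate inhibition above about 25%, with every replicate also reaching it, limit read from the data, passing the limit was not always enough; inconclusive means only one of those two criteria met; inactive means neither criterion met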
S100A4 MyoIIA – inhibitors of human S100A4 binding to myosin IIA peptide; AID 652163; hit rate 0.14% among 360,000; S100A4/TAMRA-MyoIIA peptide fluorescence polarization; inhibition, % at 10.7 µM;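 active means mean inhibition of at least 70% across replicates, with every replicate also reaching that level; inconclusive means mean inhibition reaches 70% but some replicates fall short; inactive means mean inhibition below 70%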
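assay system = human S100A4 monomer with TAMRA-labelled myosin IIA peptide | also added = labelled myosin peptide probe, 5 nM | incubation = 5 min between mix addition and reading | control set = DMSO and TFP controls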
RAD54 inh – blocks human RAD54 Holliday junction branch migration. FAM/BHQ fluorescence. inhibition, % at 10.4 µM. hit rate 0.14% among 360,000;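 active means mean normalized replicate activity at least 40 and at least half of replicates scoring 40 or more; inconclusive means only one of the two criteria met; inactive means mean below 40 and under half of replicates reaching 40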;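 further: 0% = median of neutral control wells and 100% = median of positive control wells; inhibitors cause a drop in the FAM fluorescence signal; in these data hits start at about 50%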
Xi reactivation – activators of X-chromosome reactivation in mouse fibroblasts. hit rate 0.055% among 360,000. XiGFP mouse fibroblasts, % GFP-positive cells imaging, 3 d; cells co-treated with 5-aza-dC sensitizer; scaled so ellipticine positive control = 100%. activation, % at 7.58 µM;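 active means mean normalized replicate activation at least 10% and every replicate at or above 10%; inconclusive means only one of the two criteria met; inactive means mean below 10% and not all replicates reach 10%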;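 further: 0% = median of on-plate neutral control wells and 100% = ellipticine 6 µM median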
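Assay system – SV40-immortalized XiGFP fibroblast cells, line 68-5-11 · Buffer or medium – DMEM supplemented with 5-aza-dC as sensitizing agent · Dosing – one concentration, pinned · Benchmarks – positive control ellipticine, 6 µM final · Times – 3 days compound exposure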
E-selectin induc – E-selectin induction on HUVECs; activation, % at 7.58 µM; hit rate 0.37% among 260,000; HUVEC E-selectin immunofluorescence imaging; normalized: neutral wells 0, TNF-alpha wells 100;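 active means mean E-selectin-positive cell signal at least 10% of the positive control, reached in at least 60% of replicates, without over 20% cell loss; inconclusive means no rule given, readout overlaps actives, possibly toxicity-flagged; inactive means the rest, including those meeting only one limit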;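 further: in these data hits start at about 27%; measured in HUVEC primary endothelial cells; signal is the percent of cells scored E-selectin positive by PE staining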
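Read-out basis: % PE-positive cells; Test system: HUVEC primary endothelial cells; Technique: immunofluorescence imaging; Dosing: single-point compound dose.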
* = called active by the depositor; ? = inconclusive; . = not tested or not shown; & = joins results of further samples.

canonical_smiles,esBAF inh,ERAP1 inh,RAD52 anneal inh,ERp5 block,S100A4 MyoIIA,RAD54 inh,Xi reactivation,E-selectin induc
C[C@H](CO)N1C[C@H](C)[C@H](CN(C)C(=O)Nc2ccc(C(F)(F)F)cc2)Oc2ccc(NS(=O)(=O)c3cccs3)cc2C1=O,-6,0,-16,-14,-17,-2,-0.5,0.0
COc1cccc(N/C(N)=N/c2nc(C(F)(F)F)cc(C(F)(F)F)n2)c1,.,-2,-14,2,-1,.,0.0,.
COc1cccc(CNC(=O)c2ccc(S(=O)(=O)N3CCOCC3)cc2)c1,-1,1,-21,-3,3,-2,0.0,0.2
CCOC(=O)C(C)(C)Sc1nc2c(cnn2-c2ccc(F)cc2)c(=O)[nH]1,0,3,-8,0,2,-2,0.0,.
C[C@@H]1CN([C@H](C)CO)C(=O)Cc2cc(NC(=O)CCN3CCOCC3)ccc2O[C@H]1CN(C)CC1CC1,1,0,-7,-3,1,3,-1.1,0.0
Cc1ccc(S(=O)(=O)N2C[C@H](O)COC[C@@H]3O[C@@H](CC(=O)NCc4ccc(Cl)c(Cl)c4)CC[C@H]32)cc1,-1,3,-45,4,-1,-7,0.0,0.0
O=C(Cc1ccccn1)N1CC[C@@H]2[C@H]1c1cc(-c3cccc(F)c3)ccc1N[C@@H]2CO,12,0,-63,-1,-4,8,0.2,-0.3
O=[N+]([O-])c1ccccc1C(=Nc1ccccc1)c1c(O)cc(O)cc1O,-1,-3,-9,4,-4,-16,0.0,0.0
CC(=O)N1CCOc2ccc(S(=O)(=O)NCCc3ccc(C)cc3)cc21,0,3,-3,-2,-33,-2,0.0,.
O=[N+]([O-])c1ccc2nc(C3CCCCC3)[nH]c2c1,20,-6,-12,0,3,-10,0.1,0.2
CCOc1ccccc1NC(=S)N(CCN(C)C)C(C)c1ccncc1 (configuration not stated),.,.,-12,1,-1,.,.,-0.1
CC(C)c1ccc(NC(=O)CSc2n[nH]c(=O)n2-c2ccc3c(c2)OCCO3)cc1,.,0,-10,0,5,-4,0.4,19
COc1ccccc1CNC(=O)C1(NC(=O)Nc2ccc(C)cc2)CCCCC1,4,-3,-20,-2,62,-2,0.2,1.5
O=C(c1ccco1)N1CCN(Cc2nnc(-c3cccc(Cl)c3)o2)CC1,-2,0,-5,1,2,7,0.2,.
CN(C)C(=O)c1ccc(-c2ccc3c(c2)[C@H]2[C@H](CCN2S(=O)(=O)c2ccccc2)[C@@H](CO)N3)cc1,7,.,.,.,.,-13,0.2,0.2
CC1(C2CC(C(F)(F)F)n3nc(C(=O)O)cc3N2)CC1 (configuration not stated),-2,4,-28,-3,1,-7,0.0,.
N#Cc1c(NC(=O)COC(=O)c2ccc(F)cc2)sc2c1CCC2,-6,-1,-4,12,3,-2,.,.
CNC(=O)C[C@@H]1CC[C@@H]2[C@H](COc3ccc(NS(=O)(=O)c4ccc(F)cc4)cc3C(=O)N2C)O1,-2,.,.,.,.,-2,0.1,0.0
Nc1nonc1NC(=O)NN=C1CCCCC1,-5,5,2,-5,-6,.,0.0,-0.1
Cc1ccc(N(CC(=O)NC(C)(C)C)C(=O)CNC(=O)c2cccs2)c(C)c1,.,0,1,0,3,.,0.0,.
C[C@H]1CN([C@@H](C)CO)C(=O)c2cccc(NC(=O)C3CCOCC3)c2O[C@H]1CN(C)Cc1ccc(Cl)c(Cl)c1,-5,1,7,0,5,5,0.0,1.7
COc1ccc(-n2c(SCC(=O)Nc3cc(C)on3)nc3c([nH]c4ccccc43)c2=O)cc1OC,.,0,2,8,0,-4,0.2,.
C[C@H](CO)N1C[C@H](C)[C@@H](CN(C)S(C)(=O)=O)Oc2ncc(C#CC3CC3)cc2C1=O,-9,1,4,0,?,3,0.3,-0.2
CC(C)[C@@H](C)NC(=O)N(C)C[C@@H]1OCc2ccccc2-c2c(n(C)c3ccccc23)C(=O)N([C@@H](C)CO)C[C@@H]1C,4,2,4,-3,-3,-7,0.4,0.0
O=C(CCN=C1NS(=O)(=O)c2ccccc21)OCC(=O)c1ccc(F)c(F)c1,-2,1,4,0,-11,0,0.4,-0.1
CCC(=O)N1CC2(C1)[C@H](c1ccc(-c3ccc(C)cc3)cc1)[C@@H](CO)N2S(C)(=O)=O,.,-1,-11,0,-4,.,0.0,-0.3
CC(C)CC#Cc1cnc2c(c1)C(=O)N([C@@H](C)CO)C[C@@H](C)[C@@H](CN(C)S(=O)(=O)c1cccs1)O2,-1,0,10,-2,-32,12,0.2,-0.3
C[C@@H]1CN([C@@H](C)CO)C(=O)c2cc(NC(=O)Nc3ccccc3)ccc2O[C@H]1CN(C)CC1CCCCC1,-3,3,12,5,1,10,0.0,0.0
CNC[C@H]1Oc2cc(C#Cc3cccc(F)c3)ccc2S(=O)(=O)N([C@H](C)CO)C[C@@H]1C,-14,1,-19,-4,-4,3,0.0,-0.1
O=C(Nc1ccncc1)OCc1ccccc1,-1,-8,-6,3,-4,-4,0.0,.
CCOCCCNC(=O)c1cc2c(s1)-c1ccccc1SC2,1,-2,-27,-6,-2,-1,0.3,0.0
CO[C@@H]1CN(C)C(=O)c2ccc(NC(=O)NC(C)C)cc2OC[C@@H](C)N(C)C[C@H]1C,.,2,-5,1,-3,.,-0.5,0.1
CC(C)NC(=O)N1[C@@H]2CNC[C@H]1C2c1ccc(-c2ccc(C#N)cc2)cc1 (some centres not stated),.,-4,11,5,4,.,0.0,-0.1
Cc1ccc(C)c(-c2cc(C(=O)Nc3nccs3)c3ccccc3n2)c1,-4,-1,-19,3,4,-5,.,.
O=C(NC1CCCCC1)c1ccc2[nH]c(=O)c(=O)[nH]c2c1,-4,1,-12,-5,11,9,0.1,5.1
CC(C)n1c(O)c(/C=C2\C=NN=C2c2ccccc2)sc1=S,.,2,-21,-7,0,.,0.0,0.3
CC1CN(N=Cc2ccc([N+](=O)[O-])o2)C(=N)O1 (configuration not stated),1,3,-21,1,-7,9,0.3,0.4
O=C(NCC[C@H]1CC[C@H](NS(=O)(=O)c2ccccc2)[C@H](CO)O1)c1ccccc1F,1,0,-5,-4,15,1,0.3,-0.4
CC1C=Cc2ccccc2N1C(=O)c1ccccc1 (configuration not stated),7,-5,-10,5,4,6,.,.
Cc1ccccc1Oc1ccc2c(c1)[C@@H]1C[C@H](N(C)C(=S)Nc3ccc(F)cc3)[C@H]([C@H](C)O)C(=O)N1CC2,8,-2,-20,-1,0,.,-0.1,.
Nc1nc2c(ncn2[C@@H]2O[C@H](CNC(=O)[C@H](N)Cc3ccccc3)[C@@H](O)[C@H]2O)c(=O)[nH]1,3,2,-9,-2,-1,-3,-0.1,0.1
CCOC(=O)c1ccc(NC(=O)N2C3CCCC2CC(NC(C)=O)C3)cc1 (configuration not stated),4,0,3,-1,2,2,0.0,.
O=S(=O)(Nc1cccc(S(=O)(=O)N2CCOCC2)c1)c1ccc(Cl)s1,2,-6,-21,?,1,1,0.0,0.1
O=C(/C=C/c1ccc(Cl)cc1)Nc1ccc(S(=O)(=O)Nc2ncccn2)cc1,.,0,-6,-1,-3,.,0.0,.
COC(=O)c1cc(=O)n(-c2ccccc2)c(=Nc2ccccc2)s1,11,7,-5,-12,-10,2,0.1,-0.2
CO[C@@H]1CN(C)C(=O)c2cc(NC(=O)c3nc4ccccc4s3)ccc2OC[C@@H](C)N(Cc2ccccc2)C[C@H]1C,-12,-4,-3,-6,2,5,-0.3&0.0,0.0
CC(=O)Nc1ccc(S(=O)(=O)NCCC(=O)N2CCN(C(c3ccccc3)c3ccccc3)CC2)cc1,5,0,-6,2,0,-9,-0.2,-0.3
CO[C@H]1CC[C@@H]2CCOc3c(C#N)cccc3C(=O)N(C)C[C@@H](C)C(=O)N(C)C[C@@H]1O2,3,2,3,-3,3,-18,0.2,-0.1
Cc1ncc(S(=O)(=O)c2ccc(Cl)cc2)c(N)n1,-7,-1,-11,.,0,-26,0.0,.
CN1C(=O)c2cc(NC(=O)c3cccc(F)c3)ccc2OC[C@@H]2O[C@H](CC(=O)NC3CCC3)CC[C@@H]21,6&4,.,.,.,.,-10&-16,0.1,-0.1
C[C@H](CO)N1C[C@H](C)[C@@H](CN(C)C)Oc2ccc(NC(=O)Cc3cn(C)c4ccccc34)cc2C1=O,-9,0,-1,9,-64,3,0.0,-4.4
O=C(Cc1ccccc1)N1CC(=O)N2[C@H](C1)[C@H](c1ccc(C#CCc3ccccc3)cc1)[C@@H]2CO,.,0,-17,15,13,.,0.1,-0.6
CC(Cc1ccccc1)C(=O)N(C)Cc1ccccc1 (configuration not stated),-6,1,3,-5,-2,-3,0.0,-0.1
O=c1[nH]c2ccccc2c(=O)c2ccccc12,2,-1,-8,-12,1,-7,0.4,0.1
CC1(C)C(C=C(Cl)Cl)C1C(=O)N(Cc1ccc(Cl)cc1)C1CCS(=O)(=O)C1 (configuration not stated),-7,4,-7,-2,1,4,0.1,.
Cc1cccc2c(=O)c(-c3ccc(Cl)cc3)c(NC(=O)c3ccco3)oc12,-2,0,8,-16,-4,1,0.0,.
CC(=O)c1cc2c(cc1NS(=O)(=O)c1ccccc1F)OCO2,.,0,-10,0,-1,.,0.0,.
COc1ccc(-c2[nH]ncc2CN2CCCO2)cc1F,.,-4,-12,2,-2,.,0.2,.
COc1ccc(C(=O)O/N=C(\N)c2ccccc2)cc1OC,?,-8,-8,0,-1,-7,0.0,0.7
C[C@H](NC(=O)[C@@H]1CSC2c3ccccc3C(=O)N21)C(=O)NCCc1ccccc1 (some centres not stated),30,-3,-11,.,-1,-4,0.0,.
O=C(N/N=C/c1c[nH]c2ccccc12)c1ccccc1Cl,22,3,-22,0,-4,-4,0.2,.
COc1cc(CN2CCC(n3nccc3NC(=O)C3CCOC3)CC2)ccc1F (configuration not stated),-3,-2,-6,1,11,6,0.3,-0.1
O=C(Cc1cccc(C(F)(F)F)c1)NCc1cccc(Cl)c1,.,2,-1,-11,-17,.,-0.1,-1.6

Bioassay records as filed in PubChem.
